Fluorescein fluor: fluorescein region autofluorescence; Compound autofluorescence, 480/540 nm, fluorescein-equivalent; hits give high values; max fluorescein-equivalent concentration, M; 59,000 compounds, 0.91% hits; in the data active means max fluorescein-equivalent concentration above about 10 nM; inconclusive means between about 1.1 nM and that limit
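First, buffer (100 mM Tris, pH 8.0) dispensed; second, compounds and fluorescein standards pinned in; third, 15 min room-temperature incubation; finally, imaging at ex 480 nm/em 540 nm. Fluorescence normalized against the six-point fluorescein curve.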
HEK293 cAMP cs: parental HEK293 cAMP activation (counter-screen) | parental HEK293 CNG cAMP sensor, membrane potential fluorescence | Potency, µM (highest dose often 57.1 µM), for inactives: top-dose activation, usual class: activators | 73,000 compounds, 2.5% hits | AID 938; further: potency means the concentration at half of the fitted maximal effect; % of control where 0% means no effect; nearly all actives have a fitted effect of over 55% in size
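Parental HEK 293 cells stably expressing a cAMP-gated CNG channel were loaded with membrane potential dye containing 100 uM RO 20-1724 for 60 min. Compound added for 30 min; depolarization read as fluorescence intensity at 590 nm.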
FLuc inh: firefly luciferase inhibition | AID 411 | Potency, µM (titrated, usually from 57.1 µM), for inactives: top-dose activity change, negative = inhibition, hits mostly inhibitors | 72,000 compounds, 2.2% hits | purified firefly luciferase, luminescence, 8 min; further: potency means the concentration at half of the fitted maximal effect; on the % scale 0 is the no-effect control and ±100 the full control effect; nearly all actives have a fitted effect of over 40% in size
Target sequence (P08659 whole entry, looked up): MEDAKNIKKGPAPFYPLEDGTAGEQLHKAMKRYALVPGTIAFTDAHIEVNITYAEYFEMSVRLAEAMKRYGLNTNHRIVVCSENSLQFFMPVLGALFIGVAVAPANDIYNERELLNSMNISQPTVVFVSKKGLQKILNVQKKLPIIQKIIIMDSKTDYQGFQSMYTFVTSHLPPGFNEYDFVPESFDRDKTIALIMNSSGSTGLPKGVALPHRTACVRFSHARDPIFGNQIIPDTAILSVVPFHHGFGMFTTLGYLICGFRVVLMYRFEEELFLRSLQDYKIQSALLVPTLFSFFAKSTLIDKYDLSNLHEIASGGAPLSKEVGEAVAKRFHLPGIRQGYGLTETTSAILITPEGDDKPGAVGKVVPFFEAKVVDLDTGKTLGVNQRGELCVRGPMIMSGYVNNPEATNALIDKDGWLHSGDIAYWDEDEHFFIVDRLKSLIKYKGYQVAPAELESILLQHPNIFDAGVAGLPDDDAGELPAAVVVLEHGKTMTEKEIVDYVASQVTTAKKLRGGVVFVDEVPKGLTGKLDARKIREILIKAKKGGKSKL
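Luminescence read-out after 8 min at room temperature; enzyme reaction used luciferin plus 10 uM ATP (linear range) in imidazole buffer pH 7.2 with KCl, MgCl2, Tween 20 and BSA. Each sample was run as a titration.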
ERK AVP inh: inhibitors of vasopressin-stimulated ERK signaling pathway; 72,000 compounds, 0.99% hits; Potency, µM (top dose mostly 57.5 µM), for the others: at the top dose activity, negative = inhibition, actives largely listed as inhibitors; HEK293-V1b, vasopressin-stimulated pERK AlphaScreen; AID 995; further: potency means the concentration at half of the fitted maximal effect; on the % scale 0 is the no-effect control and ±100 the full control effect; nearly all actives have a fitted effect of over 55% in size
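Overnight-seeded V1b-HEK293 cells in 1% FBS got compound, then vasopressin (25 nM final, 5 min, 37C), then lysis buffer. AlphaScreen detection of phospho-ERK; activity normalized to basal and full-stimulation controls.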
Casp7 inh: allosteric or competitive inhibitors of human caspase-7. P55210. recombinant caspase-7, Ac-DEVD-AFC fluorescence rate. Potency, µM (doses to about 57.5 µM), for the others: at the highest dose activity change, negative = inhibition, most hits filed as inhibitors. 75,000 compounds, 0.02% hits. AID 889; active means well fitted inhibition curve with a large enough effect in the main read-out, with a control signal flat, not every such curve was filed as active; inconclusive means small, poorly fitted or top-dose-only effect, or a change in a side signal; further: potency means the concentration at half of the fitted maximal effect; % of control where 0% means no effect
Target sequence (P55210 24-198 limits assumed): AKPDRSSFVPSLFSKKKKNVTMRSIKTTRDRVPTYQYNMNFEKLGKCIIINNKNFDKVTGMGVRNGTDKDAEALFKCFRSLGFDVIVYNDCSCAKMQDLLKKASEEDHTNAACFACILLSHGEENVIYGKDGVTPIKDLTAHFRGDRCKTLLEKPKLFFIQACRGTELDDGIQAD
Target sequence (P55210 207-303 limits assumed): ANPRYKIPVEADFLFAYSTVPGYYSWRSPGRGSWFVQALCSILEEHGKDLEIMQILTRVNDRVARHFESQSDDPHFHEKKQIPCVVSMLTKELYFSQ
Tau fil binding: binds recombinant human tau filaments; P10636; recombinant tau filaments, thioflavin S fluorescence, 15 h; filaments grown with octadecylsulfate alongside compound; Potency, µM (doses to about 57.1 µM), inactives show at the highest dose activity change, negative = inhibition; 71,000 compounds, 2% hits; AID 596;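 further: potency means the concentration at half of the fitted maximal effect; on the % scale 0 is the no-effect control and ±100 the full control effect; actives lower thioflavin S fluorescence by blocking filaments or displacing dye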
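Thioflavine S fluorescence (ex 450, em 510 nm) reports filaments formed from 1 uM human tau plus 30 uM ODS over 15 h at 37 C (10 mM HEPES pH 7.4, 100 mM NaCl, 5 mM DTT); compounds displacing dye or blocking filaments lower signal.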
4-MU autofl: compounds fluorescent in 4-MU spectral region; 59,000 compounds, 11% hits; max dye-equivalent concentration, M; compound autofluorescence, 340/450 nm, 4-MU equivalents; hits give high values; in the data active means max dye-equivalent concentration above about 10 nM; inconclusive means mostly about 1.1 nM to 9.6 nM
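Intrinsic fluorescence at 340/450 nm (ex/em) was read after 15 min at room temperature in pH 8.0, 100 mM Tris. Each compound concentration expressed as 4-MU-equivalent concentration from a six-point 4-MU standard series on each plate.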
Rhodamine autofl: compound autofluorescence in rhodamine spectral region; Rhodamine-region fluorescence, 547/598 nm, Tris buffer; hits give high values; max dye-equivalent concentration, M; 59,000 compounds, 0.05% hits; in the data active means max dye-equivalent concentration above about 11 nM; inconclusive means between about 1.1 nM and that limit
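A six-point rhodamine series on each plate calibrates the signal. Compounds sit in 100 mM Tris (pH 8.0) for 15 min at ambient temperature before imaging through 547 nm/598 nm filters.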
Casp1 inh: allosteric or competitive inhibitors of human caspase-1. P29466. 75,000 compounds, 0.03% hits. Potency, µM (titrated, usually from 57.5 µM), for inactives: top-dose activity change, negative = inhibition, actives largely listed as inhibitors. Caspase-1 enzyme, Ac-WEHD-AFC fluorogenic rate;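 further: potency means the concentration at half of the fitted maximal effect; plate controls were vehicle for no effect and no substrate for full effect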
A350 fluor: compound fluoresces in the Alexa 350 spectral region. 59,000 compounds, 11% hits. max dye-equivalent concentration, M. Compound autofluorescence, 340/450 nm, Alexa 350 dye-equivalents; hits give high values; in the data active means max dye-equivalent concentration above about 10 nM; inconclusive means mostly about 1.1 nM to 9.6 nM
Texas Red fluor: Texas Red region autofluorescence. Compound fluorescence, Texas Red channel, 547/618 nm; hits give high values. max dye-equivalent concentration, M. 59,000 compounds, 0.06% hits; in the data active means max dye-equivalent concentration above about 10 nM; inconclusive means between about 1.1 nM and that limit
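Compound fluorescence was read after 15 min at room temperature in 100 mM Tris, pH 8.0, using 547 nm excitation and 618 nm emission across a concentration series. It was expressed as Texas Red dye-equivalent concentration from an on-plate standard curve.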
An asterisk follows results filed as active; i = inactive; ? = inconclusive; nt = not tested or not shown; & = joins results of further samples; [ ] = another dose, or the depositor's remark. Unless noted, the call rests on the fitted dose curve; in most records, active means well fitted curve in the direction sought with a large enough effect; inconclusive means small, poorly fitted or top-dose-only effect, or another doubt; inactive means no such curve, though single readings can be large; an effect the other way counts as inactive or inconclusive. These rows are one share of the data; the hit share may differ from the screen's.

no. | compound | Fluorescein fluor | HEK293 cAMP cs | FLuc inh | ERK AVP inh | Casp7 inh | Tau fil binding
1 | Cc1ccc(Cn2ncc3c(N4CCN(c5ccc(C)cc5)CC4)ncnc32)cc1 | ? | nt | -1%[25.5 µM] | nt | nt | nt
2 | CC(C)(C)NC(=O)CSc1nnc(-c2ccccn2)n1-c1ccccc1 | nt | -1% | -3% | -6% | -2% | -5%
3 | O=S(=O)(/C=C/c1ccccc1)NCCc1ccccn1 | ? | 7% | 1% | 15% | -1% | -1%
4 | CCCCC(=O)Nc1ccc(N2CCN(C(=O)CC)CC2)cc1 | i | 10% | 1% | 25µM* | -5% | -22%
5 | CC(C)n1nc(C(=O)Nc2nc3ccc(S(C)(=O)=O)cc3s2)c2ccccc2c1=O | ? | ? | 1% | 1% | 0% | -4%
6 | Cc1ccc(N2CCN(c3cc(C)nc4nc(C)nn34)CC2)c(C)c1 | nt | 14% | -1% | -3% | -1% | 60%
7 | COc1ccc(CCCc2nnc(SCC(=O)Nc3nc(C)cs3)n2C)cc1 | i | 8% | 2% | -14% | -1% | 7%
8 | COc1ccc(C2=C(O)C(C)N(c3ccccc3)C2=N)cc1OC (stereo not given) | i | 20% | -40% | 5% | -1% | -4%

no. | 4-MU autofl | Rhodamine autofl | Casp1 inh | A350 fluor | Texas Red fluor
1 | i | i | nt | i | i
2 | nt | nt | -2% | nt | nt
3 | i | i | 0% | ? | i
4 | i | i | -4% | i | i
5 | 3.7e-08M* | i | 1% | 4.5e-08M* | i
6 | nt | nt | 3% | nt | nt
7 | i | i | -3% | i | i
8 | i | i | -15% | i | ?

Next part; it opens with the 3 that closed the last part.
no. | compound | Fluorescein fluor | HEK293 cAMP cs | FLuc inh | ERK AVP inh | Casp7 inh | Tau fil binding
6 | Cc1ccc(N2CCN(c3cc(C)nc4nc(C)nn34)CC2)c(C)c1 | nt | 14% | -1% | -3% | -1% | 60%
7 | COc1ccc(CCCc2nnc(SCC(=O)Nc3nc(C)cs3)n2C)cc1 | i | 8% | 2% | -14% | -1% | 7%
8 | COc1ccc(C2=C(O)C(C)N(c3ccccc3)C2=N)cc1OC (stereo not given) | i | 20% | -40% | 5% | -1% | -4%
9 | Cc1cc(C)nc(NS(=O)(=O)c2ccc(Br)s2)c1 | nt | 7% | -5% | -19% | -4% | -21%
10 | O=C(O)[C@@H]1[C@@H](C(=O)Nc2ncccn2)[C@@H]2C=C[C@@H]1O2 | i | -3%[11.4 µM] | 0%[11.4 µM] | 6%[11.5 µM] | -1%[11.5 µM] | 7%[11.4 µM]
11 | COc1ccc(S(=O)(=O)N2Cc3ccccc3CC2C(=O)Nc2nccs2)cc1OC (stereo not given) | ? | 0% | -3% | -29% | 0% | -12%
12 | CCCn1c(-c2ccc(OC)cc2)nc2nc3ccccc3nc21 | ? | ? | -5% | 5% | -10% | -25%
13 | Cc1cc(C)c2c(N)c(C(=O)N3CCN(c4ncccn4)CC3)sc2n1 | ? | 3% | -1% | 3% | -15% | 3%
14 | O=c1c2[nH]c3ccccc3c2ncn1CCN1CCNCC1 | i | -3% | 2% | -17% | 0% | -2%
15 | Cn1nnnc1SCC(=O)N1c2ccccc2Sc2ccccc21 | ? | -7% | 3% | -10% | 1% | 7%
16 | Cc1ccc(NS(=O)(=O)c2cn(C)cn2)cc1 | i | 0% | -2% | 7% | 1% | -1%

no. | 4-MU autofl | Rhodamine autofl | Casp1 inh | A350 fluor | Texas Red fluor
6 | nt | nt | 3% | nt | nt
7 | i | i | -3% | i | i
8 | i | i | -15% | i | ?
9 | nt | nt | -2% | nt | nt
10 | i | i | 4%[11.5 µM] | i | i
11 | i | i | -1% | i | ?
12 | 8.8e-07M* | i | -12% | 1.1e-06M* | i
13 | 8.6e-08M* | i | -13% | 1.1e-07M* | ?
14 | i | i | 0% | ? | ?
15 | i | i | 5% | ? | i
16 | i | i | 1% | i | i

Additional results:
no. | compound | Fluorescein fluor | HEK293 cAMP cs | FLuc inh | ERK AVP inh | Casp7 inh | Tau fil binding
17 | O=C1CCCCCN1C(=O)c1cccc(C(=O)N2CCCCCC2=O)c1 | i | 6% | 0% | -9% | -1% | 0%
18 | O=C(O)CCC(=O)OCC1CCCO1 (stereo not given) | i | 8% | 0% | -14% | 0% | -6%
19 | COc1ccc(C)cc1-n1nnnc1SCC1CCCCO1 (stereo not given) | ? | ? | 0% | 7% | 0% | -2%
20 | CC(C)OC(=O)c1cc(NC(=O)C2C3CCC(O3)C2C(=O)O)cc(C(=O)OC(C)C)c1 (stereo not given) | i | 2% | 0% | 12% | -1% | -15%
21 | CCN1CCN(C(=O)CCN2C(=O)COc3ccc(C)cc32)CC1 | i | 5% | 3% | 15% | 1% | 13%
22 | CCn1c(CCNC(=O)c2cccs2)nnc1SCC(=O)c1ccc(OC)cc1 | i | 1% | -1% | 99%[activator] | -1% | 9%
23 | COc1nc(N2CCOCC2)nc(-n2cccc2)n1 | i | -4% | 1% | ? | 1% | -6%
24 | CC12CC(NC(=O)N1c1cccc(C(=O)N3CCN(c4ccccc4)CC3)c1)c1ccccc1O2 (stereo not given) | i | -6% | 1% | -19% | -3% | -3%

no. | 4-MU autofl | Rhodamine autofl | Casp1 inh | A350 fluor | Texas Red fluor
17 | i | i | -1% | i | i
18 | i | i | -1% | ? | i
19 | ? | i | -4% | ? | i
20 | 1.4e-08M* | i | 1% | 1.3e-08M* | ?
21 | i | i | 0% | i | i
22 | i | i | 1% | i | i
23 | i | i | 1% | i | i
24 | i | i | 2% | i | i

Additional structures:
no. | compound | Fluorescein fluor | HEK293 cAMP cs | FLuc inh | ERK AVP inh | Casp7 inh | Tau fil binding
25 | CCSC1=C(C#N)C2(CCCCC2)C(C#N)=C(N)N1 | i | -9% | 16µM* | ? | 4% | 3%
26 | O=C(c1csnn1)N1CCC2(CCCN(c3ccccc3)C2)CC1 | ? | 18% | 0%[11.4 µM] | -5% | -2% | -6%
27 | CN1CCN(C(=O)CCC(=O)c2ccc(F)cc2)CC1 | i | 0% | 0% | -9% | -1% | -6%
28 | COc1cc(C(=O)N2CCN(C(=O)C(Cc3cc(C)ccc3C)NC(C)=O)CC2)cc(OC)c1OC (stereo not given) | ? | 2% | 5% | -2% | -1% | -4%
29 | Cc1ccc2c(c1)c(C)c(C)n2CC(O)Cn1nc(C)cc1C (stereo not given) | ? | 0% | 2% | -28% | -2% | -5%
30 | O=C(Nc1cc(N2CCOCC2)ncn1)NC1(C(F)(F)F)Oc2ccc(Cl)cc2O1 (stereo not given) | i | 23% | -9% | -30% | -1% | 0%
31 | Cc1ccc(C)c(S(=O)(=O)NCc2ccc(C(=O)N3CCN(C)CC3)cc2)c1 | i | 11% | 4% | -3% | 1% | -1%
32 | O=C(Nc1cccnc1)c1ccc(COCC(F)(F)F)cc1 | i | 1% | -7% | 5% | 2% | -17%

no. | 4-MU autofl | Rhodamine autofl | Casp1 inh | A350 fluor | Texas Red fluor
25 | i | i | -3% | i | i
26 | 3.8e-08M* | i | -4% | 4.6e-08M* | i
27 | i | i | 0% | i | ?
28 | i | i | 3% | i | ?
29 | i | i | -3% | i | i
30 | i | i | -2% | i | i
31 | i | i | 0% | i | i
32 | i | i | -3% | i | i

(list continues)
no. | compound | Fluorescein fluor | HEK293 cAMP cs | FLuc inh | ERK AVP inh | Casp7 inh | Tau fil binding
33 | COc1ccc(S(=O)(=O)Nc2ccc(O)c3ccccc23)cc1 | i | 27% | -6% | -30% | -19% | ?
34 | COCCn1c(SCC(=O)Nc2cccc(C(=O)OC)c2)nc2ccccc2c1=O | i | ? | 0% | -24% | 0% | 125%
35 | CCOc1ccccc1N1CC(O)=C(c2nc3ccccc3s2)C1=N | i | 20% | 0% | -26% | -7% | ?
36 | Cc1nn(CCC(=O)O)c2nc(-c3cccnc3)cc(C(F)(F)F)c12 | i | -8% | 2% | ? | 0% | 2%
37 | Cc1ccc(S(=O)(=O)N[C@H]2COC(=O)C/C=C\[C@@H](C)COC(=O)C/C=C\[C@@H]2C)cc1 | nt | 5%&1%[11.4 µM] | -1%&1%[11.4 µM] | 11%&9%[11.5 µM] | -2%&0%[11.5 µM] | nt
38 | CC1=CC(C)C(/C=N/n2cnnc2)C(C)C1 (stereo not given) | i | -2% | 2% | -13% | 1% | -3%
39 | COC(=O)c1ccc(C)c(N(CCO)CCO)c1 | ? | 1% | 0% | -9% | -3% | -5%
40 | COc1ccc2[nH]cc(C(=O)CN3CCN(C4CCCCC4)CC3)c2c1 | ? | 8% | 1% | 9% | -1% | -8%
41 | CCCCN(Cc1cc2cc(OC)ccc2[nH]c1=O)C(=O)c1ccccn1 | i | 0% | 0% | -14% | -1% | -1%
42 | CCN(CC(=O)NCc1cccs1)c1ccc(S(=O)(=O)N2CCOCC2)cn1 | i | 10% | 1% | 1% | 7% | -4%

no. | 4-MU autofl | Rhodamine autofl | Casp1 inh | A350 fluor | Texas Red fluor
33 | ? | i | ? | ? | i
34 | i | i | 0% | i | ?
35 | i | i | -5% | i | i
36 | 1.2e-07M* | i | -1% | 1.1e-07M* | i
37 | nt | nt | -1%&0%[11.5 µM] | nt | nt
38 | i | i | 1% | i | i
39 | i | i | -2% | i | i
40 | i | i | -1% | i | ?
41 | 3.1e-07M* | i | -2% | 4.1e-07M* | i
42 | i | i | 1% | i | i

Source: PubChem
